D2 potentiator = HTS Assay for Positive Allosteric Modulators of the Human D2 Dopamine Receptor: Primary Screen for Potentiators. D(2) dopamine receptor (Homo sapiens), P14416. HEK293 T-REx D2, calcium flux, EC20 dopamine potentiation. potentiation, % at 10 µM. 340,000 tested, 0.34% active;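 active = potentiation over 3 SD above the plate norm, cut at about 30% in these data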; also: 0% is about no effect
Target sequence (P14416 whole entry, looked up): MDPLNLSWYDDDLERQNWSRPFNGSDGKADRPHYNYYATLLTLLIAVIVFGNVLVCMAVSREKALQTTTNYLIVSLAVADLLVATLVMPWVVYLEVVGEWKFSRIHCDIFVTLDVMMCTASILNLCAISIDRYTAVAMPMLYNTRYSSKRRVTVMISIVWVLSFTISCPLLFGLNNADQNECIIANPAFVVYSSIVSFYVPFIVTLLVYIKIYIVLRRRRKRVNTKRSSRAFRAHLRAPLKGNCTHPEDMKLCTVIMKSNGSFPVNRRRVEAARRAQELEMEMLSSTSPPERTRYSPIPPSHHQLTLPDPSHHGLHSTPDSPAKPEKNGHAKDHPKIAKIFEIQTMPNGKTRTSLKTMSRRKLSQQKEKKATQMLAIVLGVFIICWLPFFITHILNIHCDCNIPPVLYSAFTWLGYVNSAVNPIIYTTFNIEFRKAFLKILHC
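Calcium flux readout, no-wash dye, 1 read/s. Inducible HEK293 Trex D2 line, overnight 30 C. Compound alone 180 s (agonist flags), then EC20 dopamine, another 180 s to score potentiation.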
RXFP1 agonist = qHTS Assay for Agonists of the Relaxin Receptor RXFP1 | HEK293T-RXFP1 cAMP TR-FRET, 30 min; response scale: percent of porcine relaxin response, buffer zero | Potency, µM (titrated, usually from 57.5 µM), inactives show at the highest dose activation, actives largely listed as activators | 370,000 tested, 0.3% active | Relaxin receptor 1 (Homo sapiens), Q9HBX9; also: potency is read from the fitted curve at half-maximal effect; % is scaled to controls: 0 for no effect and ±100 for the full control effect; nearly all actives have a fitted effect of over 60% in size; many of its hits are not listed in these tables
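cAMP rise read by TR-FRET after 30 min, 37C compound exposure (up to 58 uM) in RXFP1-transfected HEK293 cells with Ro 20174 present. EC50 from Hill-equation fits, with 29 nM porcine relaxin as 100% and buffer as basal.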
D1 agonist = Allosteric Agonists of the Human D1 Dopamine Receptor: qHTS | D(1A) dopamine receptor (Homo sapiens), P21728 | HEK293 T-REx D1 cells, calcium flux, agonist mode | activation, % at 2 µM | 360,000 tested, 1% active | AID 504660, 2011; in the data active = activation above about 30%; also: 0% is about no effect
Target sequence (P21728 whole entry, looked up): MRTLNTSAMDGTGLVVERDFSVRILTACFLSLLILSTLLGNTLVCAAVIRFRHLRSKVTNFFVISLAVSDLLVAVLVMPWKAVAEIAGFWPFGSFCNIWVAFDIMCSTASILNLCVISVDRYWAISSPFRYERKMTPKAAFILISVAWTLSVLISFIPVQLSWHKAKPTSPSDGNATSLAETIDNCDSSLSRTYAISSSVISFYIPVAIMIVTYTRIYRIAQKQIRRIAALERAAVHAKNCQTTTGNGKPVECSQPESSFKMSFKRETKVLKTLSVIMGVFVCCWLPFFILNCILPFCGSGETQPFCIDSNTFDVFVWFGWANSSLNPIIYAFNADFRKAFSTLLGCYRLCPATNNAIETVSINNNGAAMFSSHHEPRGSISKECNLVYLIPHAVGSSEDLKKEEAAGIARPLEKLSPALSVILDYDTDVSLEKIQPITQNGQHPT
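Tetracycline-induced HEK293 TREx D1 cells, force-coupled to calcium signalling, were dye-loaded with a no-wash calcium kit. Compound was pin-added after a 10 s baseline. Fluorescence was read kinetically at 1 cycle/s for 180 s, with calcium rises flagged as agonism.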
D1 PAM = Potentiators of Human D1 Dopamine Receptor: qHTS; 360,000 tested, 0.036% active; potentiation, % at 10 µM; AID 504651, 2011; HEK293 TREx D1 cells, calcium flux, dopamine EC20 potentiation; D(1A) dopamine receptor (Homo sapiens), P21728; in the data active = potentiation above about 30%; also: 0% is about no effect
D1 antag = Antagonist of Human D 1 Dopamine Receptor: qHTS; D(1A) dopamine receptor (Homo sapiens), P21728; HEK293 TREx D1 cells, calcium flux, dopamine EC80; active compounds read low; activity change, negative = inhibition, % at 10 µM; 360,000 tested, 3.2% active; in the data active = activity change below about -30%; also: % is scaled to controls: 0 for no effect and ±100 for the full control effect
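Using tetracycline-induced force-coupled D1 Hek293 cells and a calcium dye, signals were followed for 180 s after compound, then for 180 s after EC80 dopamine, to detect inhibitors.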
GRP78 ERSR act = qHTS for Inducers of the Endoplasmic Reticulum Stress Response (ERSR) in Human Glioma: qHTS | U87-MG GRP78 promoter luciferase reporter, 16 h | Potency, µM, for inactives: at the top dose activation, most hits filed as activators | 420,000 tested, 0.02% active | AID 602332, 2012; also: potency is read from the fitted curve at half-maximal effect; series mostly up to about 76 µM; % of control where 0% means no effect; nearly all actives have a fitted effect of over 35% in size
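Stably transfected U87-MG human glioma cells carrying a GRP78-based luminescent sensor were seeded at 1000 cells/well, pin-dosed with compounds and incubated 16 h. Luciferase reagent was then added, and end-point luminescence was read after 10 min at room temperature.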
RXFP1 antagonist = qHTS Assay for Antagonists of the Relaxin Receptor RXFP1 | HEK293-RXFP1, relaxin-stimulated cAMP HTRF, 30 min; active compounds read low | activity change, negative = inhibition, % at 57.5 µM | 350,000 tested, 0.59% active | Relaxin receptor 1 (Homo sapiens), Q9HBX9;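 active = activity change of -60% or lower, but not beyond a set lower limit; inconclusive = change between -60% and -40%, or beyond the set limit; inactive = change above -40%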; also: % is scaled to controls: 0 for no effect and ±100 for the full control effect
Vif-APOBEC3F blk = qHTS for Inhibitors of Vif-A3F Interactions: qHTS; HeLa A3F-eYFP + Vif (tagged APOBEC3F with the HIV-1 protein that degrades it), YFP fluorescence increase; Potency, µM (highest dose often 46.1 µM), for inactives: top-dose activity, negative = active; 390,000 tested, 0.2% active; also: potency is read from the fitted curve at half-maximal effect; % of control where 0% means no effect; nearly all actives have a fitted effect of over 65% in size
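HeLa cells stably expressing Vif plus C-terminally eYFP-tagged A3F were seeded, incubated overnight at 37 deg C, dosed with compound, incubated overnight again at 37 deg C. Yellow fluorescence (Ex 488/Em 500-530) reported blocked Vif-mediated A3F-eYFP degradation.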
Vif-APOBEC3G blk = qHTS for Inhibitors of Vif-A3G Interactions: qHTS. DNA dC->dU-editing enzyme APOBEC-3G (Homo sapiens), Q9HC16. HeLa A3G-eYFP + Vif (tagged APOBEC3G with the HIV-1 protein that degrades it), YFP fluorescence, overnight. Potency, µM (top dose mostly 46.1 µM), for the others: at the top dose activity, negative = active, most hits filed as inhibitors. 410,000 tested, 0.076% active;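 also: potency is read from the fitted curve at half-maximal effect; % is scaled to controls: 0 for no effect and ±100 for the full control effect; nearly all actives have a fitted effect of over 60% in size; hits raise eYFP signal because A3G escapes Vif-driven loss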
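Read-out is eYFP fluorescence (Ex 488/Em 500-530) from Vif-expressing HeLa A3G-eYFP cells; more signal means A3G escaped Vif-mediated degradation. Cells plated overnight, compound pinned in, incubated overnight at 37 deg C.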
* = called active by the depositor; ? = inconclusive; . = no result given; & = joins results of further samples. Unless noted, calls follow the shape of the dose curve; as a rule, active = well fitted curve in the direction sought with a large enough effect; inconclusive = small, poorly fitted or top-dose-only effect, or another doubt; inactive = no such curve, though single readings can be large; an effect the other way counts as inactive or inconclusive. This is a subset; count on the stated rates, not on these rows.

SMILES	D2 potentiator	RXFP1 agonist	D1 agonist	D1 PAM	D1 antag	GRP78 ERSR act	RXFP1 antagonist	Vif-APOBEC3F blk	Vif-APOBEC3G blk
CN(CC(=O)Nc1ccc2c(c1)OCCO2)Cc1nc2ccccc2c(=O)[nH]1	2	0.6%	4	.	-11	-2%	-3	4%	1%
CC(=O)Nc1ccc(S(=O)(=O)N2CCN(c3ccc([N+](=O)[O-])cc3)CC2)cc1	4	-1.2%	5	-5	-35*	-2%	0	-3%	2%
CC(C)c1ccc(/C=N/n2cnnc2)cc1	6	-3.2%	3	1	5	1%	-9	-20%	0%
COC(=O)c1cc2sc(Cl)cc2n1CC(=O)Nc1cccc(SC)c1	4	5.1%	2	-6	6	-4%	-14	?	-15%
COCCn1nnnc1C(c1ccccc1OC)N1CCN(c2ccccc2)CC1 (stereo not given)	5	-0.4%	0	-1	-8	-4%	-1	-5%	1%
CCN1CCN(C(=O)c2cc(S(=O)(=O)N3CCCCC3)ccc2Cl)CC1	10	2.7%	2	-5	-18	-5%	-8	2%	3%
Cc1ccc(CNC(=O)CCC(=O)N2CCSc3ccccc32)cc1	-6	-0.4%	0	-2	5	-2%	-2	0%	1%
Cc1ccc(NC(=O)CN2C(=O)CSc3ccc(S(=O)(=O)N4CCCC4)cc32)cc1F	2	-1.1%	3	-2	-4	-2%	-17	2%	1%
Oc1c(Br)cc(Br)cc1/C=N/Nc1ccc(Cl)nn1	-3	4.8%	4	6	-7	-6%	-8	?	1%
CCOC(=O)C1(CCCc2ccccc2)CCN(Cc2cn(CC)nc2C)CC1	-12	4.2%	12	3	8	-2%	-4	4%	-1%
COc1ccc(NC(C)=O)cc1NC(=O)CN1CCN(CC(=O)Nc2ccc(Cl)cc2)CC1	-7	4.1%	1	-4	-5	-3%	6	-14%	-4%
O=C1CC(c2ccc3c(c2)OCCO3)Oc2ccccc21 (stereo not given)	2	2.1%	3	-2	-18	3%	-26	-11%	-2%
CCOc1ccc(C2C(C#N)=C(N)SC(N)=C2C#N)cc1OCC	8	11%	9	-8	-1	-6%	8	?	?
Cc1onc(-c2c(Cl)cccc2Cl)c1C(=O)Nc1ccc(N2CCOCC2)cc1	-2	-2.8%	2	3	-6	-4%	-12	-4%	1%
CCNCC(=O)N1c2ccccc2CCc2ccc(NC(=O)OC(C)C)cc21	2	-0.1%	4	0	0	-3%	5	2%	0%
COc1cc(OC)c(OC)cc1CNCc1ccc2c(c1)OCO2	2	2.6%	5	-2	8	-3%	7	5%	-1%
Nc1nc(SCC(=O)NCC2CCCO2)n[nH]1 (stereo not given)	-2	0.3%	5	5	-4	-10%	4	5%	2%
CS(=O)(=O)Oc1ccc(Br)c2cccnc12	5	0.2%	1	-1	5	1%	-1	-1%	0%
COc1cc(CNCCO)cc(Cl)c1OCc1ccc(Cl)cc1Cl	-8	1.7%	154*	8	-3	-7%	-36	16%	?
CCOC(=O)c1c(-c2cccs2)csc1NC(=O)COC(=O)c1c(C)noc1C	1	3.6%	3	-1	5	1%	-14	-6%	-4%
Cc1ccc(S(=O)(=O)Cc2ccc(C(=O)NCc3ccc4c(c3)OCO4)o2)cc1	30	0.3%	3	-4	-8	0%	20	2%	1%
CCC(=O)Nc1ccc(S(=O)(=O)N2CCN(c3ccc(F)cc3)CC2)cc1	3	2.3%	7	-4	-10	-4%	-1	0%	1%
CCOc1ccc(Nc2cc(Nc3ccccc3OCC)nc(C=C(C#N)C#N)n2)cc1	-6	-0.9%	1	0	0	-3%	0	11%	-1%
CCOC(=O)C(CC)Sc1nnc2c3cc(C)ccc3n(C)c2n1 (stereo not given)	12	6.2%	2	-3	10	-5%	-8	5%	0%

The list goes on (six carried over from the part before).
SMILES	D2 potentiator	RXFP1 agonist	D1 agonist	D1 PAM	D1 antag	GRP78 ERSR act	RXFP1 antagonist	Vif-APOBEC3F blk	Vif-APOBEC3G blk
COc1cc(CNCCO)cc(Cl)c1OCc1ccc(Cl)cc1Cl	-8	1.7%	154*	8	-3	-7%	-36	16%	?
CCOC(=O)c1c(-c2cccs2)csc1NC(=O)COC(=O)c1c(C)noc1C	1	3.6%	3	-1	5	1%	-14	-6%	-4%
Cc1ccc(S(=O)(=O)Cc2ccc(C(=O)NCc3ccc4c(c3)OCO4)o2)cc1	30	0.3%	3	-4	-8	0%	20	2%	1%
CCC(=O)Nc1ccc(S(=O)(=O)N2CCN(c3ccc(F)cc3)CC2)cc1	3	2.3%	7	-4	-10	-4%	-1	0%	1%
CCOc1ccc(Nc2cc(Nc3ccccc3OCC)nc(C=C(C#N)C#N)n2)cc1	-6	-0.9%	1	0	0	-3%	0	11%	-1%
CCOC(=O)C(CC)Sc1nnc2c3cc(C)ccc3n(C)c2n1 (stereo not given)	12	6.2%	2	-3	10	-5%	-8	5%	0%
CCOC(=O)c1cnc(Nc2nc3ccccc3o2)nc1CSC(=S)N(CC)CC	3	0.0%	2	0	-3	7%	7	-8%	-3%
O=C(CCCc1nc2ccccc2s1)NCc1ccccc1F	.	-2.0%	2	6	-42*	4%	-25	3%	-1%
CN(C)c1nc(Nc2ccc(Cl)c(Cl)c2)nc(N(C)C)n1	5	0.4%	0	-2	5	-1%	-14	-23%	-10%
C[C@@H](CN=[N+]=[N-])CN1CC[C@H](O)CCC1=O	-6	0.7%	1	-7	-5	-5%&-1%	.	4%	1%&2%
Cc1cc(C)c(NC(=O)C2CCN(S(=O)(=O)c3c(C)noc3/C=C/c3ccccc3F)CC2)c(C)c1	-3	-1.8%	3	-1	11	-3%	-2	7%	5%
COC(=O)c1c(NS(=O)(=O)Cc2ccccc2)sc2c1CCCC2	13	-0.1%	-1	-8	12	-6%	-9	-3%	-1%
Cc1cccc(OC(=O)c2cc(-c3ccc(C)c(C)c3)on2)c1	-21	2.8%	7	1	-6	-4%	.	-2%	5%
c1ccc(Nc2nc(-c3ccncc3)nc3ccccc23)cc1	17	-0.1%	-1	-5	0	-4%	3	3%	1%
COc1cc(CNc2ccc3c(c2)OCCO3)ccc1OCC(N)=O	-1	-0.5%	1	-3	11	-4%	-25	3%	2%
COc1ccccc1NC(=O)CSc1c2c(nc3ccccc13)CCC2	-2	8.3%	2	-5	-18	-3%	1	1%	-10%
O=C(COc1cccc2cccnc12)N/N=C/c1ccc(O)cc1	0	0.5%	3	19	1	1%	-11	5%	-6%
O=C(O)c1sccc1OCc1ccccc1	-7	-0.1%	6	3	1	0%	-18	6%	0%

Whole records, looked up by structure. Order of values: D2 potentiator | RXFP1 agonist | D1 agonist | D1 PAM | D1 antag | GRP78 ERSR act | RXFP1 antagonist | Vif-APOBEC3F blk | Vif-APOBEC3G blk
Listed for C[C@@H](CN=[N+]=[N-])CN1CC[C@H](O)CCC1=O → -6 | 0.7% | 1 | -7 | -5 | -5%&-1% | . | 4% | 1%&2%
Listed for Cc1cc(C)c(NC(=O)C2CCN(S(=O)(=O)c3c(C)noc3/C=C/c3ccccc3F)CC2)c(C)c1 → -3 | -1.8% | 3 | -1 | 11 | -3% | -2 | 7% | 5%

Additional results follow:
SMILES	D2 potentiator	RXFP1 agonist	D1 agonist	D1 PAM	D1 antag	GRP78 ERSR act	RXFP1 antagonist	Vif-APOBEC3F blk	Vif-APOBEC3G blk
Cc1cccc(Nc2nc3ccccc3n3c(N)nnc23)c1	1	2.1%	0	-2	-1	.	-1	.	.
COCCCN1CC(=O)N2C(c3cccc(C)c3)c3[nH]c4ccccc4c3C[C@H]2C1=O (stereo not given in full)	2	1.7%	3	-1	6	0%	-11	5%	-9%
CCOC(=O)c1cccc(NC(=O)CN2CCN(c3ccc(OC)cc3)CC2)c1	-6	1.3%	0	1	-17	-5%	-8	-1%	-1%
CNC(=O)NC(=O)COC(=O)c1n[nH]c2ccccc12	-2	1.9%	2	6	0	-6%	10	-2%	-7%
Nc1cc(C(=O)O)c(N)c2c1C(=O)c1ccccc1C2=O	-5	-24%	4	1	-11	-12%	?	?	3%
Cc1noc(C)c1S(=O)(=O)Nc1ccc(C(=O)N2CCCCC2)cc1	1	-3.1%	1	-4	-1	-3%	31	3%	0%
COc1cc2c(cc1OC)-c1nnc(C)n1C(C)(C)C2	-5	2.0%	0	-3	-25	-3%	-3	-5%	0%
Cc1nc(-c2noc(-c3cccc(Cl)c3)n2)c(C(F)(F)F)o1	-4	1.1%	1	-5	17	-1%	?	10%	-2%
COc1cc(OC)c(OC)cc1/C=C/C(=O)OCC(=O)Nc1c(C)n(C)n(-c2ccccc2)c1=O	.	.	.	.	.	-4%	-3	-6%	4%
O=C(CCN1C(=O)C2CC=CCC2C1=O)Nc1ccc(S(=O)(=O)N2CCCCC2)cc1 (stereo not given)	-6	0.2%	5	2	8	-2%	7	5%	0%
CCn1cc(CNC(=O)c2cc(-c3ccccc3OC)nc3ccccc23)c(C)n1	10	3.6%	1	2	1	-3%	-1	.	-1%
CCn1c(Cn2nnc(-c3ccccc3)n2)nnc1SCC(=O)Nc1ccccc1	13	2.9%	3	0	1	-3%	-13	-1%	-4%
CCC(C)Nc1nc(-c2cccc(OC)c2O)nc2ccccc12 (stereo not given)	-7	1.1%	2	0	-14	-10%	-23	0%	2%
O=C(O)CCCCCN1C(=O)C(O)=C(C(=O)/C=C/c2ccccc2)C1c1ccc2c(c1)OCO2 (stereo not given)	-5	15%	3	0	16	-5%	-17	0%	1%
